Mtb RmlCD inh: blocks M. tuberculosis RmlC and RmlD coupled enzymes; P9WH09+P9WH11; RmlC+RmlD coupled enzyme assay, percent inhibition; primary screen in compound mixtures; 160,000 compounds, 0.03% hits; inhibition, % at 3.6 µM; in the data active = inhibition mostly above about 34%, no sharp cut-off; note: some results filed as inactive read as strong as hits
Target sequence (P9WH09 whole entry, looked up): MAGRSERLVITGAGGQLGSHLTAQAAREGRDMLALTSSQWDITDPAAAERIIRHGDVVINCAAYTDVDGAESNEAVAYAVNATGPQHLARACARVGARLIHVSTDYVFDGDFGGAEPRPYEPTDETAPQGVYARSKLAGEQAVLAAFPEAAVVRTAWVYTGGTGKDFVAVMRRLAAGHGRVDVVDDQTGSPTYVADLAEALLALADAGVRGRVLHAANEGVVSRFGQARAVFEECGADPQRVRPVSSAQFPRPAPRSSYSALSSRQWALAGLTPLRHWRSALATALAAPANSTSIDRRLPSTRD
Target sequence (P9WH11 whole entry, looked up): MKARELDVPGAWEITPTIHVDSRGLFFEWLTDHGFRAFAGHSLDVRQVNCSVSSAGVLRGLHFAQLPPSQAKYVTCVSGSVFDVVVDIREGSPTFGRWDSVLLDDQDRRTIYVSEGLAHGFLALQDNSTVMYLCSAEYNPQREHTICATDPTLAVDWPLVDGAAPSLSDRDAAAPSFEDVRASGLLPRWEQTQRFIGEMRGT
M. tuberculosis GlmU: inhibition of mycobacterial GlmU enzyme – biochemical, glucosamine-1-phosphate acetyltransferase (AID 1376). M. tuberculosis GlmU acetyltransferase enzyme assay; higher % means a stronger effect. inhibition, %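 (tested at 30 µM in the primary screen)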, or IC50 in µM where a hit was titrated. 220,000 compounds, 0.25% hits; in the data active = inhibition above about 13%;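 note: 0% = complete reaction with vehicle and 100% = reaction without substrate; strong numbers were not always called active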
The depositor's hits bear a star; x = not tested or not shown; & = joins results of further samples. The list is partial. The share of hits here may be higher or lower than overall.

item	Molecule	Mtb RmlCD inh	M. tuberculosis GlmU
1	COc1ccc(C(=O)N/N=C(/C)c2cccc(NC(=O)C(F)(F)F)c2)cc1	-9.5	2.6%
2	COc1ccc(C(C)=O)cc1CSCC(=O)O	12.0	-2.9%
3	CCCOC1CCCN(Cc2cn(C)nc2-c2ccccc2F)C1 (configuration not stated)	-7.2	2.2%
4	CCN(CC)C(=O)Cn1c(=O)c2ccccc2n2c(=S)sc(-c3cccc(C)c3)c12	-8.0	-0.3%
5	Cn1c(=O)c2c(nc(SCC(=O)NC34CC5CC(CC(C5)C3)C4)n2C)n(C)c1=O	x	-0.1%
6	COc1ccc(C2/C=C\CN(C(=O)C3CCCCC3)CC(=O)N2Cc2ccc(F)cc2)cc1 (configuration not stated)	x	0.1%
7	CO/N=C/NC(=O)NOCc1c(Cl)cccc1Cl	6.8	0.8%
8	CCc1ccccc1N(C(=O)CCC(=O)Nc1cc(C)on1)C(C(=O)NC1CCCC1)c1ccco1 (configuration not stated)	x	3.6%
9	COc1cccc(NC(=O)c2ccc(CN3CCOCC3)cc2)c1	x	2.5%
10	CCOC(=O)COc1cccc2c(=O)n(CC(=O)N3CCc4ccccc43)ccc12	x	1.6%
11	O=C(NC1CCN(C(=S)NCc2ccco2)CC1)NC12CC3CC(CC(C3)C1)C2	7.4	1.2%
12	NC(=O)c1c(NC(=O)c2ccccc2)sc2c1CCc1ccccc1-2	x	-1.6%
13	COc1ccc(/C=C2\SC(=O)N=C2N)cc1	-10.2	1.2%
14	CCOC(=O)C1=C(C)NC(=O)NC1c1cccc(O)c1 (configuration not stated)	-7.4	1.9%
15	O=C(NCC1CCCN(Cc2cccc(C(F)(F)F)c2)C1)c1ccc(F)cc1 (configuration not stated)	6.8	-3.8%
16	CN1C(=S)SC(N2OC3C(=O)N(c4ccccc4)C(=O)C3C2c2ccccc2)C1(C)C (configuration not stated)	-10.2	-5.2%
17	O=C(COC(=O)c1cnccn1)NCc1ccc(Cl)cc1	x	-2.6%
18	CC(C)COP(=O)(CNC(=O)CN1C(=O)c2ccccc2S1(=O)=O)OCC(C)C	x	1.1%
19	CCOC(=O)N1CCN(C(=O)c2cccc(OC)c2O)CC1	4.5	2.1%
20	COc1ccc(Nc2ccccc2C(=O)O)cc1	9.1	-1.1%
21	N#Cc1ccsc1NC(=O)CN1CCN(S(=O)(=O)c2cc(Cl)ccc2Cl)CC1	5.6	-2.2%
22	CCOCCCNC(=O)CS(=O)(=O)Cc1nc(-c2cccc(OC)c2)oc1C	x	6.2%&-2.4%
23	CCCCc1ccc(-c2ccc(C)cc2O)nc1	5.0	-2.5%
24	COc1ccc2c(c1)[nH]c1c(=O)n(CCN3CCCC3)cnc12	-1.3	0.3%
25	Cc1ccc(S(=O)(=O)NC(=O)Nc2c(C)n(C)n(-c3ccccc3)c2=O)cc1	x	-1.9%
26	COc1ccc(OC)c(NC(=O)CNC(=O)Cn2c(C)cc3ccccc3c2=O)c1	-4.5	2.9%
27	CCOC(=O)C1=C(C)NC(=O)C(C(N)=O)C1c1ccccc1 (configuration not stated)	6.8	-0.3%
28	O=C(/C=C/Nc1ccc(S(=O)(=O)Nc2cnc3ccccc3n2)cc1)c1ccccc1	-5.8	-4.8%
29	CC1(C)NC(=O)N(CCCOc2ccc3c(c2)CCC3)C1=O	-31.2	-0.5%
30	S=c1[nH]nc(-c2cc3c(s2)-c2ccccc2CC3)o1	10.4	3.1%
31	Cc1ccc(NC(=O)N2CCC(C(N)=O)CC2)cc1	5.8	4.1%
32	O=C(Nc1ccccc1Oc1ccccc1)C1CCCC1	x	-0.9%
33	Cc1ccc(-c2nc3ncccn3c2NC2CCCCC2)o1	x	-2.9%
34	O=S(=O)(c1ccc2nc(-c3ccccc3)[nH]c2c1)N1CCN(c2ccc(Cl)cc2)CC1	x	-1.7%
35	C=C1C(=O)O[C@H]2C1CC[C@@](C)(O)C13C=CC(C)(C21)C1(C3)C(=O)O[C@@H]2C3C(C)=CCC3[C@](C)(O)C[C@H](OC(C)=O)C21 (some centres not stated)	-4.5	0.0%
36	CN1CCN(c2nc(N)c(Br)c(Cl)n2)CC1	-8.4	7.2%
37	CCc1nc(NCc2ccccn2)c2oc3ccccc3c2n1	7.0	3.9%
38	CCOCCCNC(=O)NC(=O)CN1CCN(S(=O)(=O)c2ccc3c(c2)OCCO3)CC1	7.1	-3.4%
39	COc1ccc2nc(Nc3nc(C)c(CCC(C)C)c(=O)[nH]3)nc(C)c2c1	x	3.3%
40	CC(C)CN(C(=O)CN1CCC(C)CC1)c1c(N)n(CC(C)C)c(=O)[nH]c1=O	6.1	-0.8%
41	O=C(CN1CCOCC1)N1CCN(c2ccc([N+](=O)[O-])cc2)CC1	-13.8	-4.3%
42	O=c1cc(-c2ccccc2)nc(/C=C/c2ccccc2)[nH]1	-5.5	1.2%
43	N#Cc1nc(COc2ccccc2)oc1NCCN1CCOCC1	x	1.9%
44	CCOc1ccc(NC(=O)C(=O)NCC2CCCN2CC)cc1 (configuration not stated)	x	-6.5%
45	COC(=O)c1c(Cl)c2n3ccccc3c(C)c(-c3ccccc3)c-2c1C(=O)OC	x	-9.3%
46	O=C(CN1C(=O)c2ccccc2S1(=O)=O)NC1CC2CCC1C2 (configuration not stated)	-5.1	1.7%
47	Cc1ccc(-c2nnc(Nc3ccccc3)o2)cc1	-5.3	1.0%
48	CN(C)C(=S)NCc1ccccc1	-8.6	6.2%

Complete entries, quoted from the list:
CCCOC1CCCN(Cc2cn(C)nc2-c2ccccc2F)C1 (configuration not stated) is entered as Mtb RmlCD inh: -7.2; M. tuberculosis GlmU: 2.2%
O=C(CN1CCOCC1)N1CCN(c2ccc([N+](=O)[O-])cc2)CC1 is entered as Mtb RmlCD inh: -13.8; M. tuberculosis GlmU: -4.3%

(next part)
item	Molecule	Mtb RmlCD inh	M. tuberculosis GlmU
49	COc1ccc(S(=O)(=O)Nc2ccc3c(c2)COC3=O)cc1OC	2.6	-0.9%
50	Cc1ccc(OCC(=O)c2cc(C)n(Cc3cccs3)c2C)c([N+](=O)[O-])n1	-5.2	-5.8%
51	Cc1cc(N2CC(C(=O)NCc3cccs3)CC2=O)ccc1C(C)C (configuration not stated)	x	-0.2%
52	CC(=O)N(Cc1ccccc1)Cc1cn(CCC#N)nc1-c1cccc([N+](=O)[O-])c1	88.2	-1.6%
53	COC(=O)c1cccc(NC(=O)CCNC(=O)c2ccc([N+](=O)[O-])cc2)c1	-0.3	0.8%
54	CCn1c(=O)c([N+](=O)[O-])c(NC2CCS(=O)(=O)C2)c2ccccc21 (configuration not stated)	3.0	8.7%
55	Cc1ccccc1N1CCN(c2ccc(NC(=O)C3CCCCC3C(=O)O)cc2)CC1 (configuration not stated)	x	-6.2%
56	CC(C(=O)Nc1ccc(OCc2ccccc2)cc1)N1CCCC1 (configuration not stated)	-14.5	0.2%
57	CCn1c(=O)c([N+](=O)[O-])c(NCc2ccco2)c2ccccc21	x	-6.5%
58	OCC[C@@H]1C[C@H](O)[C@@H](O)[C@@]2(CCCCO2)O1	x	-1.4%
59	Cc1cc(C)cc(C(=O)NN2CCOCC2)c1	-12.8	3.2%
60	CC(C)OC(=O)CSc1nnc(-c2ccc(Cl)cc2Cl)o1	-6.8	-0.7%
61	O=C(CSc1nc2ccccc2c(=O)n1Cc1ccc(F)cc1)NCc1cccs1	-11.0	3.2%
62	C=C(C)C(=O)Nc1ccc2c(c1)OCCOCCOCCO2	x	17.2%
63	CN(C)C=NC(=O)c1cc(C(=O)c2ccc(C(C)(C)C)cc2)c[nH]1	-5.8	-2.3%
64	COc1ccc(S(=O)(=O)N2CCOCC2)cc1NC(=O)CO/N=C/c1ccccc1OC(F)F	7.5	-9.1%
65	O=[N+]([O-])c1ccc(OCc2cn([C@@H](CO)c3ccccc3)nn2)c(Br)c1	x	0.6%
66	CC(=O)c1sc(Nc2nc3ccc(F)cc3s2)nc1C	-2.5	7.6%
67	CCOc1cc(C2NC(=O)NC(c3ccccc3)=C2C(C)=O)ccc1OCC(N)=O (configuration not stated)	-7.4	x
68	Cc1ccc(-c2noc(CCC(=O)NCc3ccco3)n2)cc1	x	3.2%
69	CCCCNC(=O)CCC(=O)Nc1ncc(-c2ccc(C)cc2)n1C	-10.0	1.1%
70	O=C(CSc1ccc2nnc(-c3ccc(Cl)cc3)n2n1)N1CCc2ccccc21	-5.2	x
71	Cc1cccc(NC(=O)Nc2ccc3c(c2)N(C)C(=O)CS3)n1	-4.1	1.1%
72	CCOC(=O)C1=C(C)N(C)C(C)=C(C(=O)OCC)C1c1ccccc1	x	-15.7%

An excerpt of these results, with two lines to a compound:
Each structure is followed by: Mtb RmlCD inh	M. tuberculosis GlmU
65: O=[N+]([O-])c1ccc(OCc2cn([C@@H](CO)c3ccccc3)nn2)c(Br)c1
    x	0.6%
66: CC(=O)c1sc(Nc2nc3ccc(F)cc3s2)nc1C
    -2.5	7.6%

Next section:
item	Molecule	Mtb RmlCD inh	M. tuberculosis GlmU
73	Cc1ccccc1C(=O)Nc1nc2c(C)csc2c(=O)s1	-10.0	6.7%
74	OCC(Cc1ccccc1)NCc1ccccc1C(F)(F)F (configuration not stated)	2.6	-5.2%
75	O=C(COc1ccc(-c2ccccc2)cc1)NN=C1CCCC1	x	3.4%
76	COc1nc(OC)nc(N2CCC(C(=O)NCc3cccs3)CC2)n1	x	-1.4%
77	O=C(OCc1nc2ccccc2s1)c1ccc(Br)o1	64.8	0.2%
78	CCOC(=O)c1ccc(C(=O)OCC)c(NC(=S)Nc2ccc([N+](=O)[O-])cc2OC)c1	-7.1	0.6%
79	COc1ccccc1NC(=O)c1ccccc1S(=O)(=O)c1ccccc1[N+](=O)[O-]	-8.6	9.4%
80	COc1ccc2cc(C(=O)C3CCCN(C(=O)Cc4c(C)noc4C)C3)ccc2c1 (configuration not stated)	-12.2	2.9%

3 entries already listed, sorted by number of heavy atoms, highest first.
item	Molecule	Mtb RmlCD inh	M. tuberculosis GlmU
78	CCOC(=O)c1ccc(C(=O)OCC)c(NC(=S)Nc2ccc([N+](=O)[O-])cc2OC)c1	-7.1	0.6%
76	COc1nc(OC)nc(N2CCC(C(=O)NCc3cccs3)CC2)n1	x	-1.4%
74	OCC(Cc1ccccc1)NCc1ccccc1C(F)(F)F (configuration not stated)	2.6	-5.2%

New compounds follow
item	Molecule	Mtb RmlCD inh	M. tuberculosis GlmU
81	Cn1c(=O)c2c(nc(Oc3ccc(-c4ccccc4)cc3)n2C)n(C)c1=O	x	-3.0%
82	CN(C(=O)COC(=O)c1ccc2ccccc2n1)C1CCS(=O)(=O)C1 (configuration not stated)	x	3.1%
83	COc1ccc(OCCC(=O)OCC(=O)c2ccc[nH]2)cc1	x	-3.5%
84	N#CCCn1c(SCC(=O)NCc2ccco2)nc2ccccc21	-5.2	0.1%
85	CCOC(=O)c1[nH]c(=O)[nH]c1CN(Cc1ccco1)Cc1[nH]c(=O)[nH]c1C(=O)OCC	-7.2	2.0%
86	CC(NC(=O)c1ccco1)C(=O)Nc1nc(-c2ccccn2)cs1 (configuration not stated)	-5.7	-0.8%
87	CC(C)(C)c1cc(CN2CCCCC2)cc(C(C)(C)C)c1O	8.0	1.0%
88	O=C(Nc1cccn2ncnc12)c1ccccc1	x	-1.5%
89	CC1CCCCC1NC(=O)/C=C/c1nc2ccccc2s1 (configuration not stated)	7.9	-2.5%
90	NC(N)=N/N=C/c1cc([N+](=O)[O-])ccc1O	x	-3.2%
91	C/C(=N/NC(=O)c1cc(-c2cccc([N+](=O)[O-])c2)n[nH]1)c1ccc(Cl)cc1	10.8	-1.2%
92	O=C(NCc1ccco1)c1csc2c1CCCC2	40.4	-1.4%
93	COc1cccc(N/C(C)=C/C(=O)c2ccc(Br)cc2)c1	x	2.8%
94	COc1ccc(-c2nn3c(-c4ccc(F)cc4)nnc3s2)cc1	8.9	3.5%
95	CN(C(=O)c1ccccc1)C1(C)CCS(=O)(=O)C1 (configuration not stated)	8.8	5.0%
96	CCc1ccc(S(=O)(=O)Nc2ccc(C)c(NS(C)(=O)=O)c2)cc1	-7.4	-1.2%
97	C=CCn1c(SCC(=O)C(C)(C)C)nnc1-c1ccccn1	5.3	1.3%
98	Cc1cccc(C(=O)N/N=C/c2ccc[nH]2)c1	5.9	-0.2%
99	FC(F)(F)c1cc(-c2ccccn2)nc2cc(-c3ccccc3)nn12	x	-4.5%
100	COc1ccc(OC)c(/C=N/NC(=O)CCCC(=O)Nc2cccc(Br)c2)c1	12.3	1.3%
101	Cc1cccc(CSC2=NCCN2C(=O)c2ccc(Br)o2)c1	x	10.0%
102	COc1cc(C=O)ccc1OS(=O)(=O)c1ccc(NC(C)=O)cc1	-0.3	2.9%
103	CC1(C)CN(c2ccc(C(=O)c3ccccc3)cc2)C1=O	29.1	-3.7%
104	O=C(COc1ccccc1)NCC1(N2CCCCC2)CCCCC1	7.2	-1.2%
105	C[N+]1(C)CCC(=C2c3ccccc3CC(=O)c3sccc32)CC1	x	-1.6%
106	CCCCN(C)C(=O)CS(=O)(=O)Cc1nc(-c2cccc(OC)c2)oc1C	8.2	6.4%
107	Cc1cccc(CSc2nc3c(c(-c4cccs4)c2C#N)CN(C)CC3)c1	4.3	-7.5%
108	Cc1nn(-c2ccccc2)c(-c2ccccc2)c1C(=O)O	x	2.9%
109	Cn1cc(CC(=O)Nc2cccc(C#N)c2)c2ccccc21	-5.2	6.9%
110	CSc1ccccc1NC(=O)c1c(Br)cnn1C	x	-3.5%
111	CCc1ccc(N2CC(C(=O)Nc3cc(C)on3)CC2=O)cc1 (configuration not stated)	2.0	-0.6%
112	Cc1ccccc1C1CC(c2ccc(Br)cc2)Nc2nc(N)nn21 (configuration not stated)	-7.2	-0.6%
113	Cc1ccc(CN(N=Nc2nonc2N)c2nonc2N)c(C)c1	x	4.4%
114	COc1ccc(-c2cn3c(C)c(C(=O)NCc4ccc5c(c4)OCO5)sc3n2)cc1	x	-6.8%
115	Cc1ccc(C(=O)NC2CC3CCCC(C2)N3C(=O)NC2CCCCC2)cc1 (configuration not stated)	3.2	0.6%
